LDHA inh = LDHA (human) enzyme inhibition. 480,000 compounds, 0.15% hits. purified LDHA, NADH/diaphorase-resazurin fluorescence; active compounds read low. activity change, % (values are at about 110 or 230 µM); in the data active = activity change below about -30%;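 also: plate controls were DMSO wells for no effect and wells without enzyme for full effect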
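Human LDH5 at 2 nM final in Tris HCl pH 7.4 with 0.06 mM NADH and 0.2 mM pyruvate, reacted 5 minutes at room temperature. Remaining NADH coupled via diaphorase/resazurin; resorufin fluorescence read at 0 and 20 minutes, normalized to enzyme-free and DMSO wells.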
An asterisk follows results filed as active.

SMILES	LDHA inh
FC(F)(F)c1ccccc1Cc1c(-c2ccc(Cl)cc2)nc2c3ccccc3ccn12	1
COc1ccc(NC(C)=O)cc1NC(=O)COC(=O)c1ccc(C)s1	0
Cc1ccc(NC(=O)COC(=O)C2(c3ccccc3F)CCCC2)c([N+](=O)[O-])c1	1
Fc1ccc(N/N=C/c2ccc(F)c(F)c2)c(F)c1	6
Cc1ccc(CNC(=S)NCCN(C)C)cc1	5
CC(C#N)(NC(=O)CSc1ccc(F)cc1)C1CC1 (configuration not stated)	-17
COc1cccc(CNC(=O)C(=O)c2c[nH]c3ccccc23)c1	-1
CC(C)(C)c1nc2cc(NC(=O)Cc3ccccc3[N+](=O)[O-])ccc2o1	0
COc1cccc2c(C)nc(NC3=NCN(CCO)CN3)nc12	15
CCc1c(C)sc(NC(C)=O)c1C#N	6
Fc1cccc(Cl)c1CN1CCc2ccccc2C1	5
OCCCNC(=S)NC1CCCCC1	10
COc1ccc(C2=C(O)C(=O)N(Cc3ccc(Cl)cc3)C2c2ccccc2F)cc1 (configuration not stated)	7
N#Cc1cccc(NC(=O)c2ccccc2Oc2ccccc2)c1	9
Cc1ccc(S(=O)(=O)Oc2ccc3c(C(F)(F)F)cc(=O)oc3c2)cc1	-23
O=C(/C=C/c1cc(Br)ccc1F)OC1CCCCC1=O (configuration not stated)	2
COc1c(Cl)cc(/C=C(/C#N)c2cccc(F)c2)cc1Cl	2
COc1cc(C#N)ccc1OCc1ccc(Cl)cc1Cl	-2
O=C(Nc1nnc(C2CC2)s1)C1CC(c2cccc(F)c2)=NO1 (configuration not stated)	11
NC(=S)N/N=C/c1cccc([N+](=O)[O-])c1	-1
O=C(NC1CCCCC1)C1CCCN(C(=O)Cc2c[nH]c3ccccc23)C1 (configuration not stated)	5
N#Cc1nc(-c2ccc([N+](=O)[O-])cc2)oc1NC1CC1	-1
O=C(O)c1cccc(OCC2CCCO2)c1 (configuration not stated)	7
CC(NC(=O)c1ccc2c(c1)NC(=O)CS2)C1CC1 (configuration not stated)	4
CC(Sc1nc2cc(S(=O)(=O)N3CCCCC3)ccc2o1)C(=O)N1CCc2ccccc21 (configuration not stated)	12
CON(C)C(=O)c1ccc2noc(-c3ccccc3)c2c1	-3
Fc1ccc(-c2nc(COc3ccccc3Br)co2)cc1	8
Cc1ccc(Cn2cc(CN3CC(N4CCN(Cc5cccc(C)c5)CC4)CS3(=O)=O)nn2)cc1 (configuration not stated)	-4
C1CCC(CC2CCCN2)CC1 (configuration not stated)	-6
Cc1ccc(C)c(C(=O)Nc2ccc(-c3nccs3)cc2)c1	0

Reprinted from the part before: nine compounds, then new ones.
SMILES	LDHA inh
N#Cc1nc(-c2ccc([N+](=O)[O-])cc2)oc1NC1CC1	-1
O=C(O)c1cccc(OCC2CCCO2)c1 (configuration not stated)	7
CC(NC(=O)c1ccc2c(c1)NC(=O)CS2)C1CC1 (configuration not stated)	4
CC(Sc1nc2cc(S(=O)(=O)N3CCCCC3)ccc2o1)C(=O)N1CCc2ccccc21 (configuration not stated)	12
CON(C)C(=O)c1ccc2noc(-c3ccccc3)c2c1	-3
Fc1ccc(-c2nc(COc3ccccc3Br)co2)cc1	8
Cc1ccc(Cn2cc(CN3CC(N4CCN(Cc5cccc(C)c5)CC4)CS3(=O)=O)nn2)cc1 (configuration not stated)	-4
C1CCC(CC2CCCN2)CC1 (configuration not stated)	-6
Cc1ccc(C)c(C(=O)Nc2ccc(-c3nccs3)cc2)c1	0
CC(=O)c1ccc(NS(=O)(=O)c2ccc(-c3ccc(C)cc3)cc2)cc1	6
O=c1c2ccccc2cnn1CN1CCN(S(=O)(=O)c2cccc(Cl)c2)CC1	-18
Cc1ccc(C(C)NC(=O)C2CCN(CC(C)C)CC2)s1 (configuration not stated)	-15
CCc1ccc(-c2cc(C(=O)OC)c3ccccc3n2)cc1	0
C#CCN1CCN(c2ccc(C#N)cc2F)CC1	-6
CC(C)Cn1cnc2c1c(=O)n(CC(=O)NCc1ccccc1)c(=O)n2CC(C)C	-1
C=CCNCc1ccc(OCC)cc1	6
O=C1CCCC[C@@H](CO)[C@H](O)C[C@H](c2ccccc2)O1	7
CCC(=O)Nc1nc(C)c(-c2csc(Nc3ccc(OC)cc3)n2)s1	7
COc1ccc(C2CCCN2C(=O)CSc2nnnn2C2CCCC2)cc1 (configuration not stated)	-20
N#Cc1ccccc1COC(=O)c1ccsc1	8
O=C(CCc1ccsc1)N(Cc1ccccn1)C1CC1	2
O=C(C(c1ccccc1)c1ccccc1)N(Cc1ccco1)C1CC1	4
COc1cccc2cc(C(=O)NC3CCN(Cc4ccc(Cl)cc4)CC3)c(=O)oc12	2
COc1ccc(N2C(=O)CSC23C(=O)N(CC(=O)Nc2ccccc2OC)c2ccccc23)cc1 (configuration not stated)	-1

A second format for part of the listing above.
O=C(CCc1ccsc1)N(Cc1ccccn1)C1CC1
  LDHA inh: 2

Cc1ccc(CNC(=S)NCCN(C)C)cc1
  LDHA inh: 5

Fc1cccc(Cl)c1CN1CCc2ccccc2C1
  LDHA inh: 5

COc1ccc(C2CCCN2C(=O)CSc2nnnn2C2CCCC2)cc1 (configuration not stated)
  LDHA inh: -20

(cont.)
SMILES	LDHA inh
S=C(N/N=C1/CC2C=CCC12)NC1CCCCC1 (configuration not stated)	-1
Cc1nc(NCC(C)C)sc1C(=O)NCc1ccco1	-7
CCN1CCN(Cc2ccc(CNC(=O)CC(F)(F)F)cc2)CC1	0
Clc1ccc2c(NN=C3CCCCC3)ccnc2c1	-22
O=C(NCCc1cnc(-c2ccccc2)[nH]1)c1ccc(Br)cc1	-12
CC(C)Sc1nnc(-c2nn(Cc3ccccc3)c(=O)c3ccccc23)o1	8
Cc1c(Cl)c(CSc2nccn2C)nc2ccccc12	2
COc1ccc(CNC(=O)c2cccc3cn[nH]c23)cc1	-4
Cn1c(=O)ccn(CC(=O)Nc2nccs2)c1=O	5
Cc1cc(C)c(S(=O)(=O)N2CCCC2c2nc3ccccc3[nH]2)c(C)c1 (configuration not stated)	1
O=C1C=C(c2ccccc2)CC(c2ccc(Br)cc2)C1 (configuration not stated)	5
CCOC(=O)N1CCN(c2nc(C)c3c(n2)CC(/C=C/c2ccccc2)CC3=O)CC1 (configuration not stated)	5
CC(=O)Nc1sc2c(c1-c1ccc(N3CCN(C(C)=O)CC3)nc1)CCNC2	22
COC(=O)c1ccc(Cl)cc1NC(=O)N1CC(C)Oc2ccc(C)cc21 (configuration not stated)	0
COc1cc(OC)c(NC(=O)CCc2nnc(C(=O)Nc3ccc(C)cc3)s2)cc1Cl	-6
O=C(c1cc2cc(Cl)ccc2oc1=O)N1CCc2ccccc2C1	-1
COc1ccc(NS(=O)(=O)c2cc(-c3cnc(C)o3)ccc2OC)cc1	-2
CNC(=O)CSC12CC3CC(CC(C3)C1)C2	1
Cc1cccc(C(=O)N2CCN(Cc3ccc(-c4cccc(F)c4)s3)CC2)n1	17
O=S1(=O)N=C(Oc2ccccc2C(F)(F)F)c2ccccc21	-13
CC(C)NC(=O)C1CCN(C(=O)C(C)(C)C)CC1	5
O=S1(=O)CC(N2CCCCC2)CN1Cc1cn(Cc2ccccc2)nn1 (configuration not stated)	0
COCCN(CCOC)C(=O)C(C)(C)c1ccccc1	10
Cc1ccc(CNC2C3CC4CC(C3)CC2C4)cc1 (configuration not stated)	5
O=S(=O)(NCc1ccc2c(c1)OCCO2)c1ccccc1Cl	7
CC(=O)c1ccc(N2CCN(C(=O)CCc3ncc(-c4ccc(C)c(C)c4)o3)CC2)c(F)c1	-4
Cc1cccc(C)c1NC(=O)Cn1c(=O)cc(C(=O)N2CCCCC2)c2ccccc21	2
CN(C)CCN(Cc1ccccc1F)C(=O)c1cccc(S(C)(=O)=O)c1	0
Cc1ccc(OCC(O)CN2CCN(c3ccc(C(F)(F)F)cn3)CC2)cc1 (configuration not stated)	3
CC/C=C(/C)C(=O)NCCCN1CCCC1	3
Cc1ccc2nc(C)cc(C(=O)NCCN3CCCCC3)c2c1	-17
CC(=O)c1c(C)[nH]c(C(=O)Cn2cnc3ccc(Cl)cc3c2=O)c1C	-1
COc1ccc(C(=O)Nc2c(NC3CCCCC3)c3ccccc3oc2=O)cc1	10
CC(=O)c1ccc(OCc2ccccc2Cl)cc1	5
CC(C)CNC(=O)C(C)Sc1cc(C(=O)NC2CC2)c2ccccc2n1 (configuration not stated)	3
Cc1cc(C(F)(F)F)nc(SCC(=O)c2ccccc2)n1	2
O=C(CSc1nc2cc(Cl)ccc2s1)N1CCC(Cc2ccccc2)CC1	1
CCOc1ccc(C2(c3ccccc3OC)CCCC2)cc1	1
O=C(COCc1nc2ccccc2s1)N1CCN(C2CCS(=O)(=O)C2)CC1 (configuration not stated)	2
Cc1ccc(-c2csc3ncn(CC(=O)c4cc(C)n(C5CC5)c4C)c(=O)c23)s1	5
CCN(CC(=O)NC(C)C)Cc1cccc2cccnc12	6
Cc1oc(-c2ccccc2)nc1CC(=O)Nc1ccccc1F	-1
COc1cccc(-c2cc(C(F)(F)F)nc(N3CCN(Cc4ccccc4)CC3)n2)c1	1
CCOC(=O)c1cc(-c2ccc(S(=O)(=O)Nc3cccc(Cl)c3C)s2)on1	-3
Cc1oc(-c2nc(C#N)c(NCc3cccnc3)o2)cc1S(=O)(=O)N(C)c1ccccc1	-9

Structures from the list above containing a nitro group on carbon:
SMILES	LDHA inh
Cc1ccc(NC(=O)COC(=O)C2(c3ccccc3F)CCCC2)c([N+](=O)[O-])c1	1
CC(C)(C)c1nc2cc(NC(=O)Cc3ccccc3[N+](=O)[O-])ccc2o1	0
NC(=S)N/N=C/c1cccc([N+](=O)[O-])c1	-1
N#Cc1nc(-c2ccc([N+](=O)[O-])cc2)oc1NC1CC1	-1

Later entries:
SMILES	LDHA inh
Cc1ccc(NC(=O)CC(C)(C)CC(=O)O)c(C)c1	-4
Cc1nn(-c2ccccc2)cc1C(=O)N1CCC(C(C)C(=O)NCc2ccc3c(c2)OCO3)CC1 (configuration not stated)	-1
CC(=O)N1CCN(C(=O)c2ccc3nc(C)c(C)nc3c2)CC1	7
CSc1ccc(NC(=O)c2ccc3c(c2)NC(=O)CS3)cc1	5
COC(=O)c1cc(-c2ccco2)nc2onc(-c3ccccc3)c12	4
C=CCSc1nc2c(c(=O)[nH]c(=O)n2C)n1Cc1ccccc1Cl	6
COc1ccc(S(=O)(=O)Nc2nc3ccccc3nc2NCc2ccccc2Cl)cc1	3
O=C(NN=C1CCCCC1)c1ccncc1	1
O=C1CC(c2cc(Br)ccc2F)c2cc3c(cc2N1)OCO3 (configuration not stated)	4
CCC(CC)NC(=O)COc1ncnc2ccc(Br)cc12	2
CC1CCCCC1NC(=S)NCc1ccccc1 (configuration not stated)	0
CC1(C)Cc2c(C#N)c(OCC(=O)Nc3cccc(Cl)c3)nc(N3CCOCC3)c2CO1	-3
CCC(C(=O)Nc1cccc(OC)c1)n1nnc(C(=O)OC)c1C(=O)OC (configuration not stated)	1
Cc1oc2cc(O)ccc2c(=O)c1-c1nc2ccccc2s1	5
COCCn1ccc2nc(C)c(C(=O)N3CCN(c4ccccc4)CC3)cc2c1=O	-3
CC(C)N(C(=O)Cn1c(CN2CCCCCC2)nc2ccccc21)c1ccccc1	13
Cc1ccc(-c2noc(-c3ccc(Br)cc3)n2)cc1	-3
Cc1cnc(NC(=O)C2CCN(c3ccc(C#N)cn3)CC2)s1	1
CCN(CC)c1ccc(N=Cc2c3ccccc3cc3ccccc23)cc1	54
Cn1c(-c2ccccc2)c(C(=O)CSc2ncc(C(F)(F)F)cc2Cl)c2ccccc21	1
COc1cc(COC(=O)c2ccc(S(=O)(=O)N3CCOCC3)cc2)ccc1OC(F)F	9
Cc1ccc(C(=O)C(C)n2cnc3c2c(=O)n(C)c(=O)n3C)cc1 (configuration not stated)	-6
COc1ccc(OC)c(NC(=O)c2nc3nc(C)cc(C(F)F)n3n2)c1	6
CN1CCN(CCCNC(=O)c2nc(-c3cccc4[nH]ccc34)no2)CC1	-1
O=C(O)c1ccc(/C=C/C(=O)c2nc3ccccc3s2)cc1	9
COCCN(CCOC)C(=O)c1cccc(C#N)c1	-4
CCCCc1nnc(NC(=O)c2cc(=O)[nH]c3ccccc23)s1	3
COC(=O)C[C@H]1CC[C@@H](NS(=O)(=O)c2ccccc2)[C@@H](CO)O1	-5
COc1cc(CNC(=O)c2nccnc2N)ccc1O	3
C[C@H](NC(=O)c1ccc2nc(-n3cccc3)sc2c1)C(=O)NCc1ccco1	1
CC(C)C(C)NC(=O)CCC(=O)c1ccc2c(c1)CCCC2 (configuration not stated)	6
Cc1ccc(-c2cc(C(=O)NC3CCCC3)c3cc(Br)ccc3n2)cc1C	-2
O=C(CCc1ncc(-c2ccccc2Cl)o1)Nc1ccccc1	-1
N#Cc1ccc(N)c(C(F)(F)F)c1	4
NC(=O)C1CCN(C(=O)COc2ccc3c(=O)c(-c4ccccc4)coc3c2)CC1	0
CC(NC(=O)CSc1cc(C(=O)NC2CC2)c2ccccc2n1)C1CC1 (configuration not stated)	12
CC1CC(=O)Nc2cc(S(=O)(=O)N3CCN(c4ccccc4F)CC3)ccc2S1 (configuration not stated)	-2
CCOC1CCCc2oc(-c3ccc(OC)cc3)c(C(=O)NCCCCO)c21 (configuration not stated)	0
CCn1nnc2cc(C(=O)Nc3nc(-c4ccc(NC(=O)C(C)(C)C)cc4)cs3)ccc21	-9
CSc1ccc(C2CC(=O)Nc3nc(N)sc32)cc1 (configuration not stated)	88
COCCNC(=O)C1CCN(c2nc3ccccc3o2)CC1	9
CC(SCc1ccccc1)C(=O)NCc1ccco1 (configuration not stated)	10

Not all compounds are listed; count on the stated rates, not on these rows.
